# FUS yeast rescue: qHTS for Suppressors of FUS Proteinopathy: Primary screen using FUS-linked yeast assay; AID 1347120, 2019; S. cerevisiae FUS-expressing, growth rescue, OD600, 24 h; Potency, µM (doses to about 76.6 µM), for the others: at the top dose growth rescue (activation), actives largely listed as activators; 390,000 compounds, 0.24% hits;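 further: plate controls were DMSO vehicle for no effect and reference control for full effect; nearly all actives have a fitted effect of over 55% in size; some results filed as inactive show a strong effect at the top dose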
#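 Yeast FUS proteinopathy model; galactose-induced FUS (2%), starting OD 0.005. Cpds in dilution series, 24hr, 30C, 99% humidity. Abs 600 nm growth. Pos ctrl CP55940 (top 92uM final); neg ctrl DMSO.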
# Abeta yeast res: qHTS for compounds that reverse cellular toxicity of Amyloid beta (A-beta) peptide in yeast: Primary Screen | yeast expressing A-beta42, growth rescue, OD600, 48 h; response scale: 0% DMSO, 100% iron-clioquinol control | Potency, µM (top dose mostly 46.1 µM), for the others: at the highest dose growth rescue, hits mostly activators | 410,000 compounds, 0.063% hits; further: nearly all actives have a fitted effect of over 55% in size
#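 Growth rescue measured by 600 nm absorbance after 48 h yeast culture at 30 C with compound. Values normalized between DMSO and an equimolar ferric chloride plus clioquinol control.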
# * = called active by the depositor; ? = inconclusive; [ ] = another dose, or the depositor's remark. The call rests on the fitted dose curve; in most records, active means well fitted activation curve with a large enough effect; inconclusive means small, poorly fitted or top-dose-only effect; inactive means no such curve, though single readings can be large or run the other way. Potency means the concentration at half of the fitted maximal effect. The list is partial; the hit share may differ from the screen's.
canonical_smiles | Abeta yeast res | FUS yeast rescue
Cc1ccc(Cc2nc3ccccc3nc2SCC(=O)N2CCC(C)CC2)cc1 | 2% | ?
Cc1cn2c(=O)cc(COc3ccc(Cl)cc3)nc2s1 | 1% | -37%
CCN(CC)c1ccc(NS(=O)(=O)c2cc(-c3onc(C)c3C)ccc2OC)c(C)c1 | -12% | 30%
Cc1ccc(CSC2=Nc3ccccc3C3=NC(CC(=O)NCc4cccs4)C(=O)N23)c(C)c1 (centres undefined) | 10% | 30%
Cc1ccc(-n2c(=O)[nH]c3cc(C(=O)NCc4ccccc4)ccc3c2=O)cc1 | -8% | -5%
Cc1ccccc1Cn1c2ccccc2c2cnn(CC(=O)NCCc3ccc(Cl)cc3)c(=O)c21 | -3% | -16%
CCn1cc(C(=O)NCCc2ccc(OC)c(OC)c2)c(=O)c2cc(S(=O)(=O)N3CCCCCC3)ccc21 | -2% | 0%
Cc1cc(NCc2ccccc2Cl)n2cnnc2n1 | -35%[inhibitor] | -26%
CCOC(=O)c1c(C)c(-c2ccccc2)n(CC(=O)NC2CCCCC2)c1C | -3% | -4%
CSc1ncc(Cl)c(C(=O)NCc2ccc(C)cc2)n1 | -10% | 28%
CCC(C)c1ccccc1OCC(=O)Nc1ccc(S(=O)(=O)Nc2cc(C)on2)cc1 (centres undefined) | -4% | ?
CCC(=O)Nc1ccc2nc(SCc3ccccc3)sc2c1 | 9% | -14%
CC(C)c1ccc(NC(=O)c2ccc3c(c2)CCCN3S(C)(=O)=O)cc1 | -17% | 6%
O=C(/C=C/c1ccco1)Nc1ccc(Cl)c(-c2nc3cc(Cl)ccc3o2)c1 | -17% | 30%
O=C(Cn1c(=O)n(Cc2ccco2)c(=O)c2sc3ccccc3c21)Nc1ccccc1C(F)(F)F | -3% | -8%
Cc1ccc(-n2nnc(C(=O)Nc3cc(F)ccc3F)c2C)cc1F | -7% | -16%
CCc1ccc(NCc2cc3ccc(OC)cc3n(CC(=O)Nc3ccccc3C)c2=O)cc1 | 5% | -6%
Cc1cccc(CNC(=O)CS(=O)(=O)c2cccc3nsnc23)c1 | -7% | -9%
CC(=O)c1ccc(N2CCN(C(=O)NCc3noc4ccc(C)cc34)CC2)cc1 | 0% | 8%
Cc1ccc(C)c(NC(=O)C(Cc2ccccc2)n2cccc2)c1 (centres undefined) | 1% | 20%
O=C(Nc1ccc(F)cc1)c1cccn1-c1nnc(N2CCCCC2)s1 | 13% | 30%
CN(Cc1ccccc1)c1ccc(-c2nc(-c3ccco3)no2)cc1[N+](=O)[O-] | -4% | 11%
Cc1ccc(C)c(Cn2c3ccccc3c3cnn(CC(=O)NCCCc4ccccc4)c(=O)c32)c1 | -21% | -11%
Cc1ccc(NC(=O)c2ccc(NC(=O)N3CCSc4ncccc43)cc2)cc1Cl | -10% | 17%
CC(C)c1cnc2c(c1SCC(=O)c1ccc(Cl)cc1)c(=O)n(C)c(=O)n2C | -20% | ?
CCN(CC)CCNC(=O)c1ccc(CSc2nc3ccncc3n2Cc2cccc(F)c2)cc1 | -13% | 15%
CN(C(=O)CC(=O)Nc1ccc2nc3n(c(=O)c2c1)CCCCC3)c1ccccc1F | -14% | 19%
Cn1cnc(S(=O)(=O)N2CCC(C(=O)Nc3ccc(Cl)c(C(F)(F)F)c3)CC2)c1 | 19% | -13%
CCOc1cc(-c2nnc(SCC(=O)NC3CCCCC3)nc2-c2ccc(OC)c(OCC)c2)ccc1OC | -5% | 29%
O=C(CSc1oc(-c2ccccc2)nc1S(=O)(=O)c1ccc(Br)cc1)c1ccccc1 | 3% | ?
O=C(CCn1cnc2onc(-c3ccc(F)cc3)c2c1=O)Nc1ccc(F)c(Cl)c1 | -7% | 14%
Cn1c(=O)c2sccc2n2c(CCC(=O)NCc3ccccc3)nnc12 | -6% | -1%
CCn1c(=O)c2cc(C(=O)N3CCN(c4cccc(OC)c4)CC3)sc2c2ccccc21 | -10% | ?
Cc1ccc(NC(=O)C2CCCN(c3ncnc4c3nc3n4CCCCC3)C2)cc1F (centres undefined) | -37%[inhibitor] | 20%
CC(=O)N1CCc2cc(S(=O)(=O)C(C)CC(=O)Nc3ccc(Br)c(C)c3)ccc21 (centres undefined) | -8% | 29%
O=C(Nc1ccc(Cl)cc1Cl)c1cc(S(=O)(=O)N2CCCCCC2)ccc1F | -6% | -9%

# Shown with values under each structure: five of the compounds above
# Under each structure – Abeta yeast res	FUS yeast rescue
CC(C)c1cnc2c(c1SCC(=O)c1ccc(Cl)cc1)c(=O)n(C)c(=O)n2C
→ -20%	?
CCN(CC)CCNC(=O)c1ccc(CSc2nc3ccncc3n2Cc2cccc(F)c2)cc1
→ -13%	15%
CN(C(=O)CC(=O)Nc1ccc2nc3n(c(=O)c2c1)CCCCC3)c1ccccc1F
→ -14%	19%
Cn1cnc(S(=O)(=O)N2CCC(C(=O)Nc3ccc(Cl)c(C(F)(F)F)c3)CC2)c1
→ 19%	-13%
CCOc1cc(-c2nnc(SCC(=O)NC3CCCCC3)nc2-c2ccc(OC)c(OCC)c2)ccc1OC
→ -5%	29%

# Remaining list, next part:
canonical_smiles | Abeta yeast res | FUS yeast rescue
Cc1c(CC(=O)NCc2ccccc2Cl)c(=O)oc2cc(O)ccc12 | -16% | ?
Cc1ccc(NC(=O)Cn2c(=O)n(CCCCC(=O)NCCc3ccccc3)c(=O)c3ccccc32)cc1 | -9% | -31%
COc1ccccc1CNC(=O)c1ccc(N2CCCC2)c(NC(=O)NCc2ccc(F)cc2)c1 | -12% | 15%
Cc1cccc(Cn2c(SCc3ccc(C(=O)NC4CCCCC4)cc3)nc3ccncc32)c1 | -36% | -7%
Cc1ccc(Cl)cc1NC(=O)N1CCc2cc(S(=O)(=O)N3CCC(C)CC3)ccc21 | -3% | 5%
CCOc1ccc(-c2cn3c(n2)sc2cc(C(=O)NC4CCCc5ccccc54)ccc23)cc1 (centres undefined) | -10% | 7%
COc1ccc(C(=O)NCc2nnc(SCC(=O)Nc3ccccc3)n2-c2ccccc2)cc1 | -5% | 8%
Cc1cccn2c(=O)c(C(=O)N3CCN(c4ccccc4)CC3)cnc12 | 1% | -29%
N#Cc1c(-n2ncnc2-c2ccccc2C(F)(F)F)sc2c1CCCCC2 | 2% | 6%
CCc1ccc(NC(=O)CSc2nc3ccsc3c(=O)n2C(C)CC)cc1 (centres undefined) | -8% | 35%
COc1ccccc1NC(=O)Cn1cc(S(=O)(=O)Cc2ccccc2)c2ccccc21 | 7% | 13%
COc1cc(C2CC(=O)c3c([nH]c(C(=O)OCc4ccc(C)cc4)c3C)C2)cc(OC)c1OC (centres undefined) | -33%[inhibitor] | -1%
COc1cccc(-c2cc(C(F)(F)F)nc(NCCc3ccccc3)n2)c1 | 10% | -7%
CCOC(=O)c1c(C)sc(-c2c(-c3ccc4c(c3)OCCO4)[nH]c3c2c(=O)[nH]c(=O)n3C)c1O | 15% | 44%
O=C(CSc1nc2c([nH]c3ccccc32)c(=O)n1-c1ccc(Cl)cc1)N1CCCC1 | -8% | -14%
COc1ccccc1N1CCN(S(=O)(=O)c2c(C)sc3ncn(CC(=O)Nc4ccccc4F)c(=O)c23)CC1 | -1% | -6%
COc1ccc(-c2noc(CSc3nnc(C)n3-c3ccc(C)c(C)c3)n2)c(OC)c1 | -19% | 28%
COc1ccccc1OCC(=O)Nc1nnc2n1CCS2 | -9% | -7%
CCOc1ccc(C(=O)NCCc2sc3nc(-c4ccc(Cl)cc4)nn3c2C)cc1OCC | -8% | -19%
COc1cccc2cc(C(=O)NCCc3c(C)[nH]c4ccc(F)cc34)c(=O)oc12 | -4% | -17%
CCOc1ccc(N2CC(c3nc4ccccc4n3CCOc3ccc(OC)cc3)CC2=O)cc1 (centres undefined) | 20% | -8%
CCc1cccc(NC(=O)c2nnn(Cc3ccc(SC)cc3)c2N)c1 | -19% | -20%
Cc1cccc(NC(=O)c2ccc3oc(=O)c(S(=O)(=O)c4ccc(F)cc4)cc3c2)c1C | -9% | 19%
CCOc1ccccc1NS(=O)(=O)c1c(-c2ccc(C)cc2)csc1C(=O)OC | -29% | ?
Cc1nn(C)c2c1c(-c1ccccc1)cc(=O)n2CC(=O)Nc1ccccc1C(F)(F)F | 14% | -22%
CCOc1ccccc1C(=O)Nc1ccc(-n2nncc2-c2ccccc2)cc1 | 1% | 13%
COc1ccc(NC(=O)c2sc3nc4c(cc3c2N)CCCCCC4)cc1 | 4% | 33%
Cc1cccn2c(=O)c3cc(C(=O)Nc4ccc(Cl)c(Cl)c4)sc3nc12 | 0% | -12%
Cc1oc2c(cc(NS(=O)(=O)c3ccc(F)cc3)c3ccccc32)c1C(=O)OCc1ccccc1 | 3% | -5%
Cc1oc2ncnc(N3CCOCC3)c2c1C(=O)NCCc1ccccc1 | -2% | -8%
O=C(NCC(c1cccnc1)N1CCc2ccccc21)c1ccc(Cl)cc1 (centres undefined) | -1% | 8%
CCOc1ccc(CCNC(=O)c2cc(=O)[nH]c3ccc(S(=O)(=O)N4CCCCC4)cc23)cc1OCC | -15% | 21%
COc1ccc2c(c1)c(N1CCCC1=O)c(C(=O)Nc1ccc(OC)c(Cl)c1)n2C | -12% | 12%
COCCn1ccc2c(OCC(=O)Nc3ccccc3F)cccc2c1=O | -12% | 2%
COc1ccccc1-c1cc(C(F)(F)F)nc(S(=O)(=O)CCCC(=O)Nc2cc(C)ccc2O)n1 | -12% | -21%
CCC(C)NC(=O)c1ccc2nc(Cc3ccccc3)oc2c1 (centres undefined) | 9% | 33%
COc1cc(OC)c(NC(=O)c2nnn(Cc3ccc(C)cc3)c2N)cc1Cl | -25% | 6%
COc1ccc(CNC(=O)c2ccc(NC(=O)N3CCSc4ccccc43)cc2)cc1 | -6% | -7%
CCOc1ccc(NC(=O)Cn2c(=O)cc(C)c3c(C)nn(C)c32)cc1 | -8% | 0%
COc1ccc(NC(=O)Cn2c(=O)oc3cc(S(=O)(=O)NC(C)C)ccc32)cc1OC | -10% | 3%
Cc1cccc(Oc2nc3c(C)cccn3c(=O)c2/C=C(\C#N)c2nc3ccccc3s2)c1 | -15% | 33%
O=C(CN1C(=O)c2cccnc2Oc2ccc(Cl)cc21)Nc1cccc(C(F)(F)F)c1 | 12% | ?
COc1ccc(N2CCN(C(=O)CSc3nc(-c4ccccc4)no3)CC2)cc1 | -13% | 9%
CCN1CCN(Cc2c(O)ccc3c(=O)c(Oc4ccccc4C(C)C)c(C(F)(F)F)oc23)CC1 | 6% | 15%
Cc1ccc(Cc2c(C)nc3nc(SCC(=O)NC(C)c4ccccc4)nn3c2C)cc1 (centres undefined) | 13% | ?
Cc1ccc(C(c2c(O)cc(C)n(Cc3ccco3)c2=O)N2CCC(C)CC2)cc1 (centres undefined) | -5% | 16%
CCOc1ccccc1CNC(=O)CSc1n[nH]c(-c2ccccc2Cl)n1 | -11% | 19%
Cc1nc2c3ccccc3nc(NNC(=O)CCC(=O)O)n2n1 | -4% | -9%
CCOc1ccc(CN2C(=O)c3ccccc3C2C(=O)NCCc2ccc(OC)c(OC)c2)cc1 (centres undefined) | -9% | 28%
CCCC1=Nc2cc(C(=O)NCc3ccccc3)ccc2Sc2ccccc21 | -10% | 43%
COc1ccc(C2C=C(c3ccc(Br)cc3)Nc3nnnn32)c(OC)c1 (centres undefined) | -7% | 17%
Cc1ccccc1-c1noc(-c2cccnc2NCc2ccco2)n1 | -22% | 10%
Cc1ccc(Cc2cnc(NC(=O)C3Cc4ccc(C)cc4C(=O)O3)s2)cc1 (centres undefined) | -16% | -6%
CCC(=O)Nc1ccc2nc(SCCOc3ccc(C)cc3OC)sc2c1 | 0% | 31%
CN(C)c1ccc(-c2nnc3n(Cc4ccccc4)c(=O)c4ccccc4n23)cc1 | 10% | -12%
CCOC(=O)CN(Cc1ccccc1)C(C(=O)NC1CCCCC1)c1ccc(C)cc1 (centres undefined) | 17% | -17%
Cc1cccc(N(C)C(=O)Cc2c(C(=O)O)[nH]c3ccccc23)c1 | 5% | -7%
CC(=O)Nc1nnc(SCc2cc(=O)c3cccc(Cl)c3[nH]2)s1 | -5% | 31%
CC(C)C(=O)OC1=CN(Cc2ccccc2)S(=O)(=O)c2ccccc21 | 16% | 19%
CCOC(=O)c1cc(-c2ccccc2)n(-c2cccc(C(=O)N(C)c3ccc(C)cc3)c2)c1C | -3% | ?

# 2 records picked at random from the list so far, as already listed:
canonical_smiles | Abeta yeast res | FUS yeast rescue
CCOc1ccc(CN2C(=O)c3ccccc3C2C(=O)NCCc2ccc(OC)c(OC)c2)cc1 (centres undefined) | -9% | 28%
CCOC(=O)CN(Cc1ccccc1)C(C(=O)NC1CCCCC1)c1ccc(C)cc1 (centres undefined) | 17% | -17%

# Later entries:
canonical_smiles | Abeta yeast res | FUS yeast rescue
CCCSc1nc2sc3c(c2c(=O)n1-c1ccc(C)c(Cl)c1)CCN(C(C)=O)C3 | -21% | 37%
Cc1cc(C)cc(NC(=O)C2CCN(c3cc(C)nc4c(-c5ccc(Cl)cc5)c(C)nn34)CC2)c1 | 4% | -34%
CCOc1ccccc1NC(=O)c1c(NC(=O)c2ccncc2)sc2c1CCC(C(C)(C)C)C2 (centres undefined) | -20% | 11%
COc1ccc(CN2COc3ccc4c(-c5ccc(OC)cc5)cc(=O)oc4c3C2)cc1 | -22% | 8%
